Source: PubChem BioAssay
Bcl-xL primary: inhibitors of human Bcl-xL, primary screen, biochemical, fluorescence polarization, HTS. Bcl-2-like protein 1 (Homo sapiens), Q07817. GST-Bcl-xL / FITC-Bim BH3 peptide fluorescence polarization. inhibition, % at 10.9 µM. 320,000 tested, 0.7% active. AID 2129, 2009;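 active means inhibition above the mean of all tested compounds plus 3 SD, cutoff set per campaign, cut at about 30% in these data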;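 further: 0% = DMSO wells and 100% = unlabeled Bim-BH3 peptide competitor; inhibitors lower millipolarization by displacing the labeled peptide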
VLA-4 inh: inhibition in human VLA-4 binding assay, primary screen, VLA-4 allosteric modulator project, MLPCN library, flow cytometry, VLA-4 expressing cells | ligand binding flow cytometry | Integrin alpha-4 (Homo sapiens), P13612 | inhibition, % (about 7 µM as worked out from the volumes in the protocol) | 330,000 tested, 0.2% active; in the data active means inhibition above about 50%
Efflux pump mplx: inhibitors of Candida efflux pumps in yeast, primary screen, S. cerevisiae, Nile Red, multiplex. S. cerevisiae Candida pump triplex. inhibition, % at 10 µM. 330,000 tested, 0.44% active. AID 485275, 2010;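 active means plate passing quality check with inhibition over a set limit, or well fluorescence over plate mean plus 4 SD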;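 further: Nile Red retained in pooled yeast measured as flow cytometry median fluorescence; 0% = buffer negative control and 100% = Enniatin B positive control; higher means more Nile Red kept so more efflux inhibition; some compounds called inactive have numbers as strong as hits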
MEX-5 binding: MEX-5 zinc finger RNA-binding disruptors – biochemical, C. elegans, fluorescence polarization, MLPCN library, primary screen. Zinc finger protein mex-5 (Caenorhabditis elegans), Q9XUB2. MEX-5/FITC-TCR2 RNA binding; stronger effect = lower value. activity score (negative = inhibition of binding), % at 10 µM. 300,000 tested, 0.38% active;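 active means inhibition past about -25% in most replicates, and total fluorescence under double the plate's negative control median, limit read from the data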;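 further: 0% = DMSO and -100% = 5 µM competing unlabeled TCR2 RNA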
PME-1 inh: PME-1 inhibitors via competitive probe labeling, primary screen, biochemical, fluorescence polarization, FP-Rh probe, HTS | Protein phosphatase methylesterase 1 (Homo sapiens), Q9Y570 | recombinant PME-1 | inhibition, % at 5.9 µM | 320,000 tested, 0.53% active;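 active means inhibition above the campaign mean of all compounds plus 3 SD, cut at about 26% in these data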;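 further: competitive labeling of PME-1 active site by serine hydrolase directed probe; 0% = PME-1 with DMSO and 100% = wells lacking PME-1 enzyme; inhibitors block probe labeling so polarization falls and inhibition rises; many of its hits are not listed in these tables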
Target sequence (Q9Y570 whole entry, looked up): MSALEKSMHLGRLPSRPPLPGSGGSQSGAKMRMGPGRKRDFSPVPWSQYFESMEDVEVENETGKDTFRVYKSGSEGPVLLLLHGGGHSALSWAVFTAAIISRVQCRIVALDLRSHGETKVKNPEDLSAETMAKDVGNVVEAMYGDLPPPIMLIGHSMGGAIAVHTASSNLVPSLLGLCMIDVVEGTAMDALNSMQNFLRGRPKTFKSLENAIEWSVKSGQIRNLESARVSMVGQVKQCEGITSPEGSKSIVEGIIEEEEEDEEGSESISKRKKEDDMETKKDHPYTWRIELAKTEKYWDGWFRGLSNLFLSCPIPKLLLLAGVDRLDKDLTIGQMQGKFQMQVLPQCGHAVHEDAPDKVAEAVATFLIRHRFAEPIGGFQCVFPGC
GRK2 aptamer HTS: compounds blocking aptamer binding on GRK2 – biochemical, human GRK2, bead flow cytometry, HTS, primary screen. FAM-aptamer displacement from GRK2. inhibition of aptamer binding, % at 10 µM. Beta-adrenergic receptor kinase 1 (Homo sapiens), P25098. 330,000 tested, 0.59% active. AID 488847, 2010;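 active means inhibition of aptamer binding above 40%, roughly 3 SD of noise, on plates passing a quality check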;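 further: median bead fluorescence of bound FAM aptamer so fluorescent compounds give negative values; no value below 0 was filed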
Fam108B counter: mouse Fam108B serine hydrolase inhibitors, primary screen, counter-screen for RBBP9 inhibitor project, biochemical, fluorescence polarization; recombinant Fam108B, FP-Rh probe fluorescence polarization; inhibition, % at 9.51 µM; 300,000 tested, 0.33% active;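 active means inhibition above the screen mean inhibition plus 3 SD, computed separately per campaign, cut at about 18% in these data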;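 further: inhibitors lower polarization as less probe binds the enzyme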
MCL1 BIM primary: inhibitors of MCL1 binding to BIM-BH3, primary screen, biochemical, fluorescence polarization. Induced myeloid leukemia cell differentiation protein Mcl-1 (Homo sapiens), Q07820. GST-MCL1 / FITC-Bim-BH3 fluorescence polarization. AID 2057, 2009. 320,000 tested, 0.68% active. inhibition, % at 10.9 µM;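 active means inhibition above the mean inhibition of all tested compounds plus 3 SD, set per campaign, cut at about 40% in these data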;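 further: 0% = DMSO wells and 100% = unlabeled Bim-BH3 peptide control; higher means more loss of mP so more displacement of Bim peptide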
GLD-1 TGE inh: GLD-1/TGE RNA complex disruptors, primary screen, biochemical, fluorescence polarization; Female germline-specific tumor suppressor gld-1 (Caenorhabditis elegans), Q17339; purified GLD-1 + fluorescein TGE RNA; inhibition, % at 5.96 µM; 320,000 tested, 0.44% active; AID 2280, 2010;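 active means percent inhibition above a per-plate cutoff, the plate mean of test compounds plus 3 SD, cut at about 30% in these data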;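 further: 0% = DMSO wells with GLD-1 and probe and 100% = wells lacking GLD-1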
Target sequence (Q17339 whole entry, looked up): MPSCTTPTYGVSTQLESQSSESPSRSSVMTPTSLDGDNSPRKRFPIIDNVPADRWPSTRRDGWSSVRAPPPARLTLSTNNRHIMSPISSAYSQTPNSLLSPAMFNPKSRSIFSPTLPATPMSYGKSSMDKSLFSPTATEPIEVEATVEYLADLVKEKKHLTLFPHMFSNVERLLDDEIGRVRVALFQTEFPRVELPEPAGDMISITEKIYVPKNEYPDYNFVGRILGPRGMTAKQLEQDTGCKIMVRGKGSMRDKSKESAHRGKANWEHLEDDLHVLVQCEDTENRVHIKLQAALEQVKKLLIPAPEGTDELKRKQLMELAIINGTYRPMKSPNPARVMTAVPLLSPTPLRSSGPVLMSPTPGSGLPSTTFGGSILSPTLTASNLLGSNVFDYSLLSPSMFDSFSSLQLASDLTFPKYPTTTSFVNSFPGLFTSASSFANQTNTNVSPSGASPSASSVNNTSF
The depositor's hits bear a star; . = no result given.

SMILES | Bcl-xL primary | VLA-4 inh | Efflux pump mplx | MEX-5 binding | PME-1 inh | GRK2 aptamer HTS | Fam108B counter | MCL1 BIM primary | GLD-1 TGE inh
Cc1cc(OCC(=O)N(C)C2CCCCC2)cc(C)c1Cl | 5 | -2 | 0.2 | -2.6 | 8 | 0 | -2 | 5 | 1
CNC(=S)NNC(=O)c1cccn(Cc2cccc(C(F)(F)F)c2)c1=O | 6 | 3 | 0.3 | -1.6 | -1 | 3 | 0 | 14 | -2
Cn1c(CN2CCCC2)nc2cc(NC(=O)COc3ccc(Cl)cc3)ccc21 | -11 | -10 | -0.2 | 6.3 | -1 | 0 | 0 | -21 | -15
CCN1C(=O)C(=O)N(CC(=O)Nc2ccccc2Oc2ccccc2)C1=O | 0 | 11 | 0.0 | 1.2 | -3 | 4 | -1 | -1 | 2
CC(C)OCCCN1C(=O)c2ccccc2C1C(=O)NC1CCCCC1 (stereo unspecified) | -6 | 8 | 0.0 | -1.5 | 0 | 0 | 5 | -9 | 2
CCOC(=O)C1=C(C)Nc2ccccc2N=C1NC(=O)c1oc2ccccc2c1COC | 4 | -12 | -0.1 | . | -4 | 1 | . | -1 | 3
COc1ccc(NC(=O)C(C)SCc2ccccc2)cc1 (stereo unspecified) | 6 | 3 | 0.1 | -0.2 | 2 | 3 | 0 | 4 | 4
CCOC(=O)c1c(-c2ccsc2)csc1N | 6 | -1 | -0.2 | 1.9 | 6 | 0 | 5 | 12 | -5
CN(CC(=O)Nc1cccc(F)c1)C(=O)c1cn(-c2ccccc2)nc1-c1ccccc1 | -1 | 4 | -0.1 | 1.6 | -1 | 0 | -2 | -9 | 2
Cc1c(C(=O)N2CCOCC2)c(S(=O)(=O)Nc2ccc(OC(F)(F)F)cc2)c(C)n1C | 4 | 7 | 0.0 | -0.8 | 1 | 0 | 3 | 7 | -1
Cc1ccc(-n2nnc3c(=O)n(CC(=O)NCC4CCCO4)cnc32)cc1 (stereo unspecified) | -1 | 8 | 0.2 | -3.1 | 2 | 2 | 2 | -2 | 5
COc1ccc(-c2csc(NC(=O)C3CSC4(C)CCC(=O)N34)n2)cc1OC (stereo unspecified) | -5 | -79 | -0.1 | -1.8 | 2 | 0 | -3 | -4 | -2
O=C(c1ccc(S(=O)(=O)N2CCCC2)cc1)N1CCCc2ccccc21 | 4 | 11 | 0.1 | -1.2 | 2 | 0 | -6 | 2 | -6
CCO[C@H]1c2c(ccc3ccc(=O)oc23)OC(C)(C)[C@H]1O | . | 9 | -0.4 | . | . | 0 | . | . | 0
O=C(OCC(=O)N1CCCCCC1)c1ccc(S(=O)(=O)N2CCOCC2)cc1 | 5 | 0 | -0.1 | -0.7 | -3 | 0 | -4 | -2 | -2
CC12CCC(=O)N1C(C(=O)NNC(=O)COc1cccc(C(F)(F)F)c1)CS2 (stereo unspecified) | 4 | 5 | -0.1 | 1.8 | -1 | 3 | -1 | 4 | 7
COC(=O)CN(C)C(=O)c1ccccc1OC1CCN(S(C)(=O)=O)CC1 | 1 | 0 | 0.4 | 1.1 | -1 | 11 | -3 | 11 | 1
COc1ccc(C(=O)N/C(=C/c2cccc3ccccc23)C(=O)NCCc2c[nH]c3ccccc23)cc1OC | -1 | 2 | -0.2 | 1.8 | -1 | 0 | -1 | -15 | -1
CCSc1nc2nc(C)cc(C)n2n1 | 2 | 9 | 0.0 | -2.5 | -2 | 1 | 3 | 0 | 14
Cc1cccc(NC(=O)CSCC(=O)NNC(=O)c2ccoc2C)c1 | 1 | 2 | 0.4 | 3.3 | 4 | 1 | 0 | 1 | 2
CCn1nccc1C(=O)Nc1ccc(C)c(C)c1 | . | 3 | 0.0 | -1.4 | . | 0 | . | . | .
CNS(=O)(=O)c1cccc(C(=O)OCC(=O)Nc2cc(F)ccc2F)c1 | -3 | 5 | -0.1 | -3.7 | -2 | 0 | -3 | 2 | -2
CCOC(=O)c1nnc2cc(C)nn2c1C | 4 | 4 | 0.2 | 1.1 | 2 | 2 | 0 | 2 | -6
CCc1ccccc1NC(=S)N(CCCN1CCOCC1)Cc1cccs1 | 5 | -1 | -0.1 | 0.5 | -4 | 0 | -3 | 2 | -1
CC(C)c1onc(C(=O)N(C)C2CCCCC2)c1[N+](=O)[O-] | 4 | 24 | 0.4 | 0.6 | 6 | 54* | -3 | 10 | -3
C=CCSc1nnc(-c2ccccc2N=Cc2c(C)[nH]n(-c3ccccc3)c2=O)c(=O)[nH]1 | 11 | -6 | -0.1 | 2.8 | -1 | 7 | -4 | 11 | 6
Fc1ccc(CSc2nsc(SCc3ccc(F)cc3)n2)cc1 | -1 | -3 | 0.2 | -1.3 | -2 | 0 | -3 | -3 | -1
COc1ccccc1NC(=O)CCN1CCN(c2ccc(Cl)cc2)CC1 | 1 | 0 | 0.1 | -0.8 | -1 | 0 | 4 | 0 | 2
COC(=O)CCSc1nccn1Cc1ccccc1 | -2 | 17 | 0.0 | 0.4 | 8 | 0 | -3 | -4 | 5
COc1ccc(-c2noc(-c3ccccc3Cl)n2)cc1OC | -1 | -9 | 0.0 | 1.5 | -7 | 0 | -5 | -2 | 2

Whole records as entered above.
Profile of CCc1ccccc1NC(=S)N(CCCN1CCOCC1)Cc1cccs1 → Bcl-xL primary = 5; VLA-4 inh = -1; Efflux pump mplx = -0.1; MEX-5 binding = 0.5; PME-1 inh = -4; GRK2 aptamer HTS = 0; Fam108B counter = -3; MCL1 BIM primary = 2; GLD-1 TGE inh = -1
Profile of COc1ccc(-c2noc(-c3ccccc3Cl)n2)cc1OC → Bcl-xL primary = -1; VLA-4 inh = -9; Efflux pump mplx = 0.0; MEX-5 binding = 1.5; PME-1 inh = -7; GRK2 aptamer HTS = 0; Fam108B counter = -5; MCL1 BIM primary = -2; GLD-1 TGE inh = 2
Profile of CCOC(=O)c1nnc2cc(C)nn2c1C → Bcl-xL primary = 4; VLA-4 inh = 4; Efflux pump mplx = 0.2; MEX-5 binding = 1.1; PME-1 inh = 2; GRK2 aptamer HTS = 2; Fam108B counter = 0; MCL1 BIM primary = 2; GLD-1 TGE inh = -6

The list goes on:
SMILES | Bcl-xL primary | VLA-4 inh | Efflux pump mplx | MEX-5 binding | PME-1 inh | GRK2 aptamer HTS | Fam108B counter | MCL1 BIM primary | GLD-1 TGE inh
N#CCc1c(C#N)c(N)nc(N2CCCC2)c1C#N | 2 | 5 | 0.1 | 1.3 | 0 | 1 | -2 | 3 | -1
Cc1ccc(S(=O)(=O)N2CCCC2CNC(=O)C(=O)NC2CCCC2)cc1 (stereo unspecified) | 6 | 3 | 0.0 | -0.5 | 6 | 1 | -1 | 2 | -1
COC(=O)c1ccc(NC(=O)c2ccc(NC(=O)C3CCCO3)cc2)cc1 (stereo unspecified) | 2 | 14 | 0.3 | 0.1 | -8 | 0 | -7 | -1 | 3
Cc1ccc(Cn2cccc(NC(=O)CCC3CCCC3)c2=O)cc1 | 3 | 2 | 0.0 | -1.5 | -4 | 1 | 1 | -3 | 2
O=C(OCc1cncs1)c1ccccc1Cl | 0 | 1 | 0.0 | 0.0 | -2 | 0 | -2 | 0 | 0
O=C(Nc1ccc2c(c1)OCCO2)c1cnc2ccccn2c1=O | 6 | 3 | -0.2 | 0.5 | 16 | 3 | -1 | 6 | -3
CCN(CC)S(=O)(=O)c1cccc(-n2c(O)c(C=Nc3ccccc3C(=O)O)c3ccccc3c2=O)c1 | 6 | 5 | 0.1 | -4.8 | 1 | 0 | 3 | -1 | -6
CCCn1c(=O)c2c(C(F)(F)F)cc(-c3ccco3)nc2n(CCC)c1=O | -1 | 5 | 0.0 | -0.1 | -9 | 3 | 4 | 2 | 2
O=C(O)CC1(CC(=O)Nc2cccc(C(=O)O)c2)CCCC1 | 3 | -8 | 0.0 | 0.3 | 0 | 2 | -1 | 4 | -2
CC(Oc1ccccc1Cl)C(=O)N(Cc1cccs1)C1CCS(=O)(=O)C1 (stereo unspecified) | 2 | 0 | 0.0 | 2.0 | -5 | 0 | 3 | 4 | 5
Cc1sc(NC(=O)COc2ccccc2)c(C#N)c1C | 7 | 14 | -0.1 | 1.0 | 4 | 0 | -1 | 10 | 0
CC(C(=O)OCC(=O)c1ccc(F)cc1)N1C(=O)C2C3C=CC(C3)C2C1=O (stereo unspecified) | 4 | 0 | -0.1 | 0.4 | -3 | 3 | 0 | -3 | -3
Cc1nn(CC(=O)NCCC2=CCCCC2)c(C)c1[N+](=O)[O-] | -2 | 0 | -0.1 | -0.9 | -1 | 0 | 2 | -7 | 8
CC(=O)Nc1ccc(C(=O)Nc2nc(-c3cc(C)n(Cc4ccccc4)c3C)cs2)cc1 | 2 | 19 | 0.0 | -1.2 | 23 | 0 | 13 | 3 | -5
COc1cccc(Cn2nnc3c(=O)[nH]c(C4CCCN(C(=O)c5ccccc5Cl)C4)nc32)c1 (stereo unspecified) | 1 | 5 | 0.1 | -3.0 | 58* | 0 | -5 | 3 | 6
COc1ccc(C(=O)COC(=O)COc2cccc3c2OC(C)(C)C3)c(OC)c1 | -8 | -15 | -0.1 | 3.1 | 0 | 3 | 0 | -15 | 0
COCCn1c(N)c(Sc2ccccc2)c(=O)[nH]c1=O | 4 | 19 | 0.2 | 0.3 | -6 | 2 | 0 | 4 | 4
Cc1sc(N)c(C#N)c1C | 9 | 0 | 0.0 | 2.0 | -5 | 4 | 5 | 9 | 1
O=C(CCNC(=O)c1ccccc1Cl)Nc1cccc(S(=O)(=O)N2CCOCC2)c1 | 4 | 12 | 0.2 | . | -3 | 2 | . | 2 | -4
O=C1CC(c2ccccc2)n2nc(NS(=O)(=O)c3ccccc3)nc2N1 (stereo unspecified) | 12 | 4 | 0.1 | -3.1 | 2 | 0 | -4 | 11 | 2
COc1ccc2c(COC(=O)CNC(=O)C34CC5CC(CC(C5)C3)C4)cc(=O)oc2c1 | 4 | -13 | -0.3 | 3.1 | -5 | 1 | -2 | 8 | 2

Only part of the results is shown; count on the stated rates, not on these rows.
